From PubChem
ABCB1 block: human ABCB1 inhibition, ABCG2 as counter-screen; P08183; CCRF-Adr cells, JC-1 efflux, flow cytometry; inhibition, % at 6.6 µM; actives 0.067% (n = 190,000); AID 1326; in the data active means inhibition above about 40%;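 further: 0% = vehicle and 100% = reference inhibitor; higher value means more JC-1 retained so stronger ABCB1 efflux block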
RGS8-Gao reg: modulates binding of RGS8 to human Galphao; actives 0.34% (n = 220,000); multiplexed bead flow cytometry; actives lie on both sides; response (percent of control binding), % at 10 µM; P09471; in the data active means response below about 60% or above about 140%; inactive means in between;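 further: Galphao activated as the GDP aluminium fluoride complex binding bead-coupled RGS8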
Target sequence (P09471 whole entry, looked up): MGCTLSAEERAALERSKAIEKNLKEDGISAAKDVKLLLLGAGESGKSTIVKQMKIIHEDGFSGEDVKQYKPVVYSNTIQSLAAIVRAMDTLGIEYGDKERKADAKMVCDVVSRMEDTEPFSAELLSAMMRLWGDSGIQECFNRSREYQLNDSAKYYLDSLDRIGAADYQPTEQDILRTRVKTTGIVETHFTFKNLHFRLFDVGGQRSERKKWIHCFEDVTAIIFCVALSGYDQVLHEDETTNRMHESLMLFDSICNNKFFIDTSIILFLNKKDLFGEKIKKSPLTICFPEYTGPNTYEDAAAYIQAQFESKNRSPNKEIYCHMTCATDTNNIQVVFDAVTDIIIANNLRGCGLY
Mcl1 Noxa PPI: Mcl-1/Noxa interaction inhibition | AID 1022 | TR-FRET Mcl-1/Noxa peptide binding, 2 h | actives 1.5% (n = 220,000) | inhibition, % at 21.7 µM | Q07820;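 active means compounds that cut the protein-peptide binding signal by more than 50% relative to plate controls in a single-dose test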;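 further: His-tagged Mcl-1 with rhodamine Noxa BH3 peptide and terbium anti-His antibody; 0% = Mcl-1 plus Noxa peptide wells and 100% = peptide-only wells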
Target sequence (Q07820 whole entry, looked up): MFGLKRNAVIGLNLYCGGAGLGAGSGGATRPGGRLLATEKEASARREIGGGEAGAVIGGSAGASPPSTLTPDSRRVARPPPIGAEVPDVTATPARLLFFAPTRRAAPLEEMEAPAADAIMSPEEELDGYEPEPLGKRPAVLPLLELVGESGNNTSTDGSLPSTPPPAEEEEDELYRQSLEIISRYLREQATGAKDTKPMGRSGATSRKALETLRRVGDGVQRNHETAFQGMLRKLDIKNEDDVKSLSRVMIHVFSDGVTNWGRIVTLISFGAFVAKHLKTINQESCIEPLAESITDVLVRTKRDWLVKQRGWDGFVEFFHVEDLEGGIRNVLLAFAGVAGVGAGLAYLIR
Mcl-1 Bim block: inhibitors of Bim-Mcl-1 interaction, human; Q07820; Bead-based flow cytometry, Bim peptide-Mcl-1 binding; actives 0.1% (n = 190,000); inhibition, % at 10 µM; in the data active means inhibition above about 40%;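 further: 0% = no compound tracer wells and 100% = peptide blocker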
Avidin fluor: compound fluoresces at 488/530 nm on avidin beads. compound fluorescence 488/530 nm, flow cytometry; hits give high values. fluorescence (KMESF) at 10 µM. actives 0.38% (n = 220,000); in the data active means fluorescence above about 47; further: inactives centre near 10
RGS7-Gao reg: modulates binding of RGS7 to human Galphao; actives 0.35% (n = 220,000); binding response (% of control), % at 10 µM; Multiplexed bead flow cytometry; actives lie on both sides; in the data active means binding response below about 49% or above about 150%; inconclusive means no clear call, values can overlap the other calls; inactive means in between;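 further: fluorescent Galphao held in activated GDP-AlF4 state binding bead-coupled RGS7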
ABCG2 block: blocks JC-1 efflux by human ABCG2 transporter; Q9UNQ0; inhibition, % at 6.6 µM; actives 0.1% (n = 190,000); IgMXP3 cells, flow cytometry;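 active means inhibition above 80%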;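 further: 0% = DMSO and 100% = nicardipine control wells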
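Test system: ABCG2 IgMXP3 and barcoded ABCB1 CCRF-Adr cell mix; Schedule: cells with compound and JC-1, 10 min at 25 °C, rotating, no wash; Technique: flow cytometry of retained JC-1 fluorescence; Measure: % inhibition of efflux relative to nicardipine and DMSO; Controls: nicardipine high and DMSO low controls.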
RGS4-Gao reg: modulates binding of RGS4 to human Galphao. binding response (% of control), % at 10 µM. P09471. Multiplexed bead flow cytometry; actives lie on both sides. actives 0.33% (n = 220,000). AID 1415; in the data active means binding response below about 49% or above about 150%; inactive means in between;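 further: fluorescent Galphao activated with aluminum fluoride binding bead-coupled RGS4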
Pf gamet viab: kills late stage P. falciparum gametocytes; inhibition, % at 10.9 µM; P. falciparum stage V gametocytes, ATP luminescence, 24 h; actives 0.065% (n = 150,000);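 active means inhibition above the mean plus 3 SD of compounds within the control limits, set per campaign, cut at about 38% in these data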;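 further: 0% = DMSO wells and 100% = medium only without gametocytes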
GSH fluor: compound fluoresces at 488/530 nm on GSH beads. GSH beads flow cytometry, compound fluorescence 488/530 nm; hits give high values. actives 0.25% (n = 190,000). fluorescence (KMESF) at 10 µM; in the data active means fluorescence above about 89;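 further: glutathione beads carrying GST-tagged Bcl family fusion proteins plus one bare bead set; values are compound well signal with DMSO vehicle wells as background; inactives centre near 16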
Mcl1-Bid inh: disrupts binding of human Mcl-1 to Bid peptide. Q07820. TR-FRET Mcl-1/Bid-Dy647 peptide binding, 1536-well. inhibition, % at 21.7 µM. actives 0.97% (n = 220,000);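 active means compounds that cut the binding signal by more than half at the single screening dose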;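 further: His-tagged Mcl-1 with europium anti-His antibody binding Bid BH3 peptide; 0% = Mcl-1 plus peptide wells and 100% = peptide-only wells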
Starred values were filed as active, the others as inactive; u = inconclusive; x = no result given.

The opening 3 compounds (preview)
SMILES | ABCB1 block | RGS8-Gao reg | Mcl1 Noxa PPI | Mcl-1 Bim block | Avidin fluor | RGS7-Gao reg | ABCG2 block | RGS4-Gao reg | Pf gamet viab | GSH fluor | Mcl1-Bid inh
Cc1cnc(C)c(N2CCN(Cc3cn(C)nc3-c3cccc(Cl)c3)CC2)n1 | 1.0 | 102 | 17 | 0 | 11 | 100 | 3 | 100 | x | 14 | -17
NC(=O)COC(=O)/C=C/c1ccccc1[N+](=O)[O-] | -0.3 | 100 | 10 | -3 | 9 | u | 3 | 97 | 7 | 15 | -32
CCC1(CC)Cc2ccccc2C(=O)N1 | x | 100 | 10 | x | 5 | u | x | 94 | -10 | x | 2

The list itself, from the start:
SMILES | ABCB1 block | RGS8-Gao reg | Mcl1 Noxa PPI | Mcl-1 Bim block | Avidin fluor | RGS7-Gao reg | ABCG2 block | RGS4-Gao reg | Pf gamet viab | GSH fluor | Mcl1-Bid inh
Cc1cnc(C)c(N2CCN(Cc3cn(C)nc3-c3cccc(Cl)c3)CC2)n1 | 1.0 | 102 | 17 | 0 | 11 | 100 | 3 | 100 | x | 14 | -17
NC(=O)COC(=O)/C=C/c1ccccc1[N+](=O)[O-] | -0.3 | 100 | 10 | -3 | 9 | u | 3 | 97 | 7 | 15 | -32
CCC1(CC)Cc2ccccc2C(=O)N1 | x | 100 | 10 | x | 5 | u | x | 94 | -10 | x | 2
CCC(=O)Nc1cccc2ccccc12 | 0.0 | 106 | 2 | 0 | 13 | 107 | -1 | 106 | 5 | 26 | -11
Cn1ncc(N=Cc2c(O)ccc3ccccc23)c1C(=O)Nc1cccc(Cl)c1 | 0.7 | 101 | 44 | 2 | 10 | 102 | 9 | 103 | 4 | 18 | 55*
CC(C)Cc1cc(C(=O)NCc2ccco2)no1 | -0.6 | 99 | 13 | -3 | 6 | 95 | 0 | 97 | x | 17 | -22
COc1ccc(CCNc2cc(C)nc3c(-c4ccccc4)cnn23)cc1OC | 1.4 | 102 | 6 | 18 | 4 | 96 | 7 | 98 | -9 | 15 | -17
O=C(NC(N1CCCC1)C(Cl)(Cl)Cl)c1ccccc1 (stereo unspecified) | 0.4 | 102 | 5 | 0 | 13 | 102 | 1 | 101 | x | 12 | -14
COc1cccc(C(=O)NCC(=O)n2nc(C)cc2C)c1 | 0.4 | 93 | -3 | -7 | 6 | 101 | 2 | 93 | x | 6 | 2
COc1cc(O)c(C(CC(=O)N2CCN(c3ccccc3)CC2)c2cc(OC)c(OC)c(OC)c2)c(OC)c1 (stereo unspecified) | x | 107 | 7 | x | 8 | u | x | 117 | x | x | -103
COc1nccc(Nc2ccccc2)c1C#N | 0.0 | 105 | -6 | 4 | 9 | 102 | 0 | 102 | -18 | 69 | -1
FC(F)(F)c1n[nH]c(=S)n1/N=C/c1ccco1 | -0.7 | 104 | 12 | -6 | 8 | 104 | -4 | 99 | 23 | 18 | -25
CN1CCC(OC(=O)c2cccc(Cl)c2)CC1 | 0.2 | 100 | 17 | 0 | 5 | 98 | -1 | 97 | x | 23 | 0
O=C(N=NC(=O)c1ccco1)c1ccc2c(O)n(N3C(=O)c4ccccc4C3=O)c(O)c2c1 | 0.6 | 103 | 0 | -1 | 3 | 99 | 3 | 110 | -11 | 19 | 7
CCOc1ccc(-c2nnc(Nc3ccc(OC)c(C(=O)N4CCCCC4)c3)c3ccccc23)cc1 | 4.4 | 99 | 26 | 0 | 9 | 97 | 13 | 98 | x | 12 | 8
O=C1CC(N2CCN(Cc3ccc4c(c3)OCO4)CC2)C(=O)N1c1cccc(Cl)c1 (stereo unspecified) | 0.2 | 102 | 8 | -3 | 9 | 98 | 0 | 102 | x | 17 | -6
COCCn1nnnc1C(c1cccc(OC)c1OC)N1CCN(C2CCCCC2)CC1 (stereo unspecified) | 0.1 | 101 | -3 | 1 | 8 | 101 | 1 | 103 | -11 | 5 | -10
Cc1cccc(C)c1NC(=S)N(CCN1CCCCCC1)Cc1ccco1 | -0.2 | 98 | 4 | 12 | 4 | 98 | -2 | 97 | -3 | 8 | -40
[O-]/C(=C(\C(=S)Nc1ccc(Cl)cc1)[n+]1ccccc1)c1ccc(OC(F)F)cc1 | 0.6 | 97 | 26 | -1 | 7 | u | 2 | 102 | 8 | 15 | -48
O=C(O)Cc1sc(-c2cccnc2)nc1-c1ccc(Br)cc1 | 0.6 | 100 | 22 | 0 | 15 | 98 | 2 | 101 | x | 62 | -9
CN(Cc1ccccc1)C(=O)c1cc2ccccc2o1 | 1.3 | 106 | -8 | -2 | 16 | 102 | 6 | 100 | 15 | 12 | -19
Cc1cc(C)c(OCCN(C)Cc2ccccc2)c(Br)c1 | 1.1 | 102 | 12 | 1 | 6 | 99 | 2 | 100 | -21 | 11 | -25
Cc1oc(-c2ccc(Cl)cc2)nc1CN1CCCC(C(=O)NCCCN2CCCC2=O)C1 (stereo unspecified) | -1.4 | 105 | -9 | 0 | 8 | 96 | -1 | 96 | x | 19 | 18
CCSc1nnc(COc2ccccc2)n1CC | x | 103 | -9 | x | 7 | u | x | 105 | -1 | x | -34
Cc1cccc(NC(=O)CN2C(=O)N/C(=C/c3ccc(C)s3)C2=O)c1 | 0.3 | 100 | 18 | -8 | 15 | 97 | 0 | 100 | -7 | 22 | -4
CCOCCN1CCN(C(=O)CN2CCCC2=O)CC1 | 1.7 | 100 | 21 | 0 | 17 | 101 | 71 | 101 | x | 9 | -14
C/C(CC(=O)Nc1ccc2ccccc2c1)=N\NC(=O)c1cnccn1 | 0.3 | 102 | 17 | -3 | 10 | 101 | 12 | 97 | 13 | 11 | 1
Cc1c(C#N)c2ncn(Cc3ccccc3)c(=O)c2n1-c1ccccc1 | 1.7 | 99 | 13 | 0 | 8 | 102 | 3 | 99 | -17 | 15 | -3
O=C(NNC(=S)NC(=O)c1cccs1)c1cccnc1 | 0.0 | 101 | -9 | -5 | 10 | 99 | 1 | 102 | 26 | 15 | -95
CC(=NC(C)C)C1=C(O)C(C)OC1=O (stereo unspecified) | 1.5 | 98 | 10 | -4 | 13 | 86 | 1 | 86 | x | 5 | -8
O=C(Nc1nc(-c2ccccc2)cs1)C1CCCCN1S(=O)(=O)c1ccc(Cl)cc1 (stereo unspecified) | 0.5 | 104 | 10 | -4 | 8 | 104 | 1 | 103 | x | 16 | 7
O=c1[nH]cnc2ccsc12 | 0.0 | 100 | 0 | 1 | 9 | 100 | 1 | 99 | 0 | 12 | -15
O=C(COC(=O)[C@@H]1CCCN1S(=O)(=O)c1ccc(Cl)cc1)NC12CC3CC(CC(C3)C1)C2 | 1.3 | 103 | 29 | -6 | 12 | 104 | 4 | 101 | -7 | 12 | 0
COCC(C)NCc1cccc2ccccc12 (stereo unspecified) | -0.1 | 104 | 16 | 1 | 11 | 106 | 0 | 102 | -5 | 11 | -15
CCc1nnc(NC(=O)Cn2nc(-c3ccccc3OC)ccc2=O)s1 | 0.7 | 100 | 6 | -1 | 7 | 101 | 2 | 101 | 15 | 16 | 0
CCOc1c(C(=O)CC)cc2c(C)cc(=O)oc2c1C | 1.6 | 83 | 14 | -1 | 4 | 98 | 17 | 94 | 9 | 14 | 9
Cc1ncc(C(=O)O)c(C(=O)O)c1N | x | 102 | 8 | x | 8 | u | x | 101 | x | x | 15
CCOc1ccc(Oc2cc(N)cc([N+](=O)[O-])c2)cc1 | 0.5 | 98 | 31 | -5 | 9 | 101 | 5 | 99 | -7 | 14 | 0
CC1(c2ccco2)NC(=O)NC1=O (stereo unspecified) | -0.5 | 100 | -12 | -4 | 30 | 100 | 2 | 99 | -5 | 23 | -34
COc1cc2c(c(OC)c1OC)CCc1cnoc1-2 | x | 93 | -20 | x | 20 | u | x | 96 | x | x | -60
Cc1nn(C)c(C)c1/C=C1/SC(=S)NC1=O | 1.3 | 101 | 34 | -1 | 28 | 102 | 8 | 103 | x | 18 | -16
CCOC(=O)N/N=C/C=C/c1ccccc1 | 0.9 | 100 | 5 | -5 | 4 | 99 | 8 | 100 | 16 | 10 | -26
Cc1ccc(S(=O)(=O)N(C)c2c(C)ccc(S(N)(=O)=O)c2C)cc1 | -0.1 | 100 | 3 | -1 | 8 | 103 | 0 | 96 | x | 14 | 0
CSc1ccc(S(=O)(=O)N(C)Cc2ccccc2)cc1 | 0.7 | 98 | -3 | 0 | 9 | 96 | 6 | 97 | 4 | 13 | -19
Cc1ccc(Cn2ncc3c(N4CCN(CC#N)CC4)ncnc32)cc1 | 0.5 | 97 | 18 | -2 | 14 | 97 | 5 | 99 | 11 | 15 | -6
N#C/C(N)=C(/C#N)N=Cc1cccc(Cl)c1 | x | 100 | -5 | x | 7 | u | x | 103 | -45 | x | -2
Cc1ccc2oc(C(=O)NCc3ccc4c(c3)OCO4)c(C)c2c1 | 0.1 | 101 | -1 | 0 | 7 | 100 | 0 | 101 | -41 | 10 | -9
Cc1nc(SCC(O)CCl)c([N+](=O)[O-])[nH]1 (stereo unspecified) | 0.2 | 100 | 7 | -2 | 21 | 97 | 0 | 100 | x | 22 | 4
CCOC(=O)C1CCCCN1Cc1ccc(OC)c(OC)c1 (stereo unspecified) | x | 93 | 7 | x | 6 | u | x | 91 | 3 | x | -5
COc1ccc(-n2nnnc2S(=O)(=O)CC(=O)N2CCCCC2)cc1 | -1.0 | 97 | 11 | -1 | 6 | 105 | -2 | 103 | x | 20 | 1

Next part.
SMILES | ABCB1 block | RGS8-Gao reg | Mcl1 Noxa PPI | Mcl-1 Bim block | Avidin fluor | RGS7-Gao reg | ABCG2 block | RGS4-Gao reg | Pf gamet viab | GSH fluor | Mcl1-Bid inh
Cc1nonc1N1CCN(Cc2cn[nH]c2-c2ccc(F)cc2F)CC1 | 0.6 | 107 | 20 | 0 | 13 | 108 | 0 | 100 | -7 | 13 | -38
CCCC(=O)n1nc(-c2ccccc2)nc1N | 0.2 | 21* | -4 | -3 | 5 | 23* | 5 | 26* | x | 11 | -4
CCOC(=O)Cc1ccc(NC(=O)c2cccc([N+](=O)[O-])c2)cc1 | 1.3 | 103 | -3 | 0 | 9 | u | 31 | 98 | x | 14 | -19
O=C1NC(c2ccccc2)CCC1(Cl)Cl (stereo unspecified) | 0.3 | 103 | 2 | -5 | 3 | 102 | 12 | 102 | -4 | 11 | -5
COc1ccc(S(=O)(=O)NCCC(C)C)cc1C | 0.1 | 98 | -4 | -1 | 31 | 95 | 7 | 96 | x | 24 | 2
Cn1ccnc1SCC(=O)Nc1cc(S(=O)(=O)N2CCOCC2)ccc1Cl | 0.8 | 101 | 6 | -2 | 5 | 99 | 5 | 102 | x | 7 | -57
CN1CCCC(OC(=O)c2ccc3c(c2)OCCO3)C1 (stereo unspecified) | 0.0 | 105 | 11 | -3 | 6 | 106 | 1 | 104 | x | 43 | -3
CCOc1ccccc1N(CC(=O)OC)S(C)(=O)=O | 0.1 | 99 | 5 | 3 | 9 | 99 | 2 | 94 | 7 | 57 | -45
NN/C(=C\[N+](=O)[O-])Nc1ccc(Cl)cc1 | 0.4 | 97 | 1 | 0 | 9 | 96 | 1 | 98 | -3 | 10 | -52
